# Source: PubChem (several laboratories)
# NR2E3 ag-1: NR2E3 agonists in two-hybrid cells, primary screen, cell-based, luminescence, CHO-S, Gal4-NCOR/VP16-NR2E3 | luciferase | inhibition of corepressor binding, % at 3.98 µM | actives 0.35% (n = 360,000) | AID 602229, 2012;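 active means inhibition above the mean of all tested compounds plus 3 SD, cut at about 70% in these data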;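 further: 0% = DMSO with NR2E3 transfected cells and 100% = cells lacking NR2E3 construct; higher means lower luciferase signal from less NR2E3 corepressor binding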
# Target sequence (Q9Y5X4 whole entry, looked up, the tested form may be a part): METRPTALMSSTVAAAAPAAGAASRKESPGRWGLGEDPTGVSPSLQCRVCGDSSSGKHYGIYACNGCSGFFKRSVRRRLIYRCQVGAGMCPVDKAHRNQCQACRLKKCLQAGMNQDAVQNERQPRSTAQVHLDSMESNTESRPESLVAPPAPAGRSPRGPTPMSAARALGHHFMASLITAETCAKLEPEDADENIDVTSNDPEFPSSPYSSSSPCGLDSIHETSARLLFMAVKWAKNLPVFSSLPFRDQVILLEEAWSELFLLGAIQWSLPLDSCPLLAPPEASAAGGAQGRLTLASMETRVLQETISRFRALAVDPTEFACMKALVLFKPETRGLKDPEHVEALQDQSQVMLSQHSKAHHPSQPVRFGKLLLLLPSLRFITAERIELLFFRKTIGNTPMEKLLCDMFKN
# HIF-2a block: HIF-2a reporter inhibitors, primary screen, luminescence, 786-0 RCC cells | 786-0 RCC cells HIF-2a reporter, luciferase luminescence, overnight | inhibition, % at 18.8 µM | actives 0.72% (n = 360,000) | AID 624352, 2012;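 active means inhibition of the luminescence signal of 40% or more relative to plate controls, in a single-dose primary screen at 18.75 µM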
# CF NFkB block: inhibitors of PAF-induced NF-kB signaling, primary screen, cell-based, GFP fluorescence, uHTS | KKLEB NF-kB-GFP reporter, GFP fluorescence overnight | inhibition, % at 5 µM | actives 0.86% (n = 360,000) | AID 588850, 2011;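 active means at least 50% inhibition at 5 µM, scaled per plate between neutral and stimulator controls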;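 further: PAF is a Pseudomonas aeruginosa culture filtrate used as stimulus; plate controls were PAF-stimulated DMSO wells for no effect and unstimulated DMSO wells for full effect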
# Shn3 3UTR inh: reduction of Shn3 3'UTR firefly luciferase signal, primary screen, Schnurri-3 inhibitor project, cell-based, Clone20 osteoblasts, set 2; AID 588674, 2011; actives 0.52% (n = 360,000); Clone20 osteoblast Shn3 3'UTR firefly luciferase, 24 h; inhibition, % at 12.5 µM;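 active means mean inhibition of at least 75% with every replicate also reaching 75%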;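 further: 0% = median of neutral control wells and 100% = pilot-screen positive control compound; some compounds past the cut are filed as inactive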
# Peg3 promoter: Peg3 promoter-driven luciferase inhibitors, primary screen, cell-based, HeLa, luciferase luminescence; HeLa PEG-Prom luciferase reporter, overnight; inhibition, % at 20 µM; actives 1.7% (n = 360,000); AID 588405, 2011;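 active means inhibition of at least 50% at 20 µM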
# iPSC survival up: enhancers of single-cell hiPSC survival, primary screen, ATPlite luminescence; survival enhancement, % at 20 µM; actives 0.044% (n = 360,000); 100% = ROCK inhibitor wells, 0% = DMSO; in the data active means survival enhancement above about 18%;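 further: cells exposed to compounds for 16 hours before the ATP read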
# TWEAK Fn14 block: inhibitors of TWEAK-Fn14 signaling, primary screen, luciferase reporter cells, uHTS | TWEAK-stimulated Fn14 reporter cells, luciferase luminescence, 8 h | inhibition, % at 10 µM | AID 1159606, 2016 | actives 2% (n = 360,000); in the data active means inhibition above about 50%
# NR2E3 ag-2: inhibitors of NR2E3-RetCOR corepressor binding, primary screen, NR2E3 agonist project, biochemical, TR-FRET, GST-NR2E3, biotin-RetCOR; Photoreceptor-specific nuclear receptor (Homo sapiens), Q9Y5X4; 1536-well; inhibition of corepressor binding, % at 4.78 µM; actives 0.12% (n = 320,000); AID 2300, 2010;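 active means percent inhibition above the cutoff of mean plus 3 SD of all tested compounds, set per screening campaign, cut at about 20% in these data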;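 further: 0% = DMSO wells and 100% = biotin wells as full block of FRET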
#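 Material: NR2E3–RetCOR corepressor complex / Incubation: Compound–protein incubation for 5 h at 4 °C / Dosing: compound at 4.8 µM, single dose / Detection: time-resolved FRET / Benchmarks: high control biotin, low control 0.6% DMSO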
# TRPM1 prom inh: inhibitors of MITF-dependent TRPM1 promoter reporter, primary screen, cell-based, SK-MEL-5, single point, luciferase; SK-MEL-5 TRPM1 promoter luciferase, 24 h; inhibition, % at 12.5 µM; actives 0.83% (n = 330,000);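 active means mean inhibition across replicates of 60% or more, whatever share of single replicates reaches that level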; further: values of inactives mirror those of a sister screen read the other way
# aDG glyco act: activators of alpha-DG glycosylation, primary screen, uHTS, Pro5-aDG cells, AlphaScreen; alpha-DG glycosylation AlphaScreen (IIH6); 0% Pro5, 100% B10-LARGE cell signal; activation, % at 10 µM; actives 0.22% (n = 360,000); AID 624168, 2012;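 active means activation of at least 8% versus controls, or a plate z-score of at least 8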;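 further: Pro5 are CHO cells carrying HIG-tagged alpha-DG that lacks glycosylation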
# KKLEB cytotox: cytotoxicity in KKLEB CF airway cells, primary screen, cytotoxicity control for CF NF-kB inhibitor project, cell-based, uHTS, fluorescence assay plates. actives 0.36% (n = 360,000). KKLEB CF airway cells viability, ATPlite luminescence, overnight; hits give low values; cells stimulated with P. aeruginosa culture filtrate. activity change (cytotoxicity), % at 5 µM. AID 602141, 2011;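 active means corrected activity change at or below -50% at 5 µM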
# Numbers without * were called inactive; / = not tested or not shown.
SMILES,NR2E3 ag-1,HIF-2a block,CF NFkB block,Shn3 3UTR inh,Peg3 promoter,iPSC survival up,TWEAK Fn14 block,NR2E3 ag-2,TRPM1 prom inh,aDG glyco act,KKLEB cytotox
Cc1ccnc(NS(=O)(=O)c2ccc(NS(=O)(=O)c3ccc([N+](=O)[O-])cc3)cc2)n1,4,9,-12,0,5,0.1,5,1,1,-0.1,1
CC(=O)Nc1cccc(C(=O)/C=C/c2ccc(Br)cc2)c1,-5,92*,78*,9,101*,-3.7,67*,-3,39,0.5,-16
Cc1ccc(NS(=O)(=O)c2cc(C(=O)N3CCOCC3)ccc2C)cc1C,15,18,-12,12,-2,-1.5,5,-1,6,0.1,5
Cc1ccc2c(c1)N(CC(=O)NC1CCCC1)C(=O)CO2,-3,15,-1,-3,3,4.2,-9,0,-3,0.0,0
Cc1cc(NC(=O)CSc2ccc3nnc(-c4cccs4)n3n2)no1,-26,20,-9,4,13,-1.0,-16,1,/,-0.1,-7
CCOC(=O)C1=C(C)C(c2ccccc2OC)NC(=O)N1 (centres undefined),-18,5,-5,0,4,-0.8,-2,6,3,-0.3,9
CC(=O)c1cccc(NC(=O)c2cc(C)nn2-c2ccccc2)c1,-19,-35,-17,-26,-35,-0.5,-1,3,-6,0.0,0
CN(C(=O)Cn1cc([N+](=O)[O-])ccc1=O)C1CCCCC1,-4,15,-18,-6,0,-0.2,10,5,-5,-0.1,29
CCC(CO)Oc1cc(NC(=O)c2ccc(Cl)cc2)c2ncn(C(C)C)c2c1 (centres undefined),20,-5,-4,8,19,-0.2,-11,/,6,-0.3,-2
COc1cc(NC(=O)CSc2nnc3ccc(-c4cccnc4)nn23)cc(OC)c1,-16,9,-10,25,-1,0.5,-1,2,-14,0.1,8
COc1cccc(CNC(=O)COC(=O)/C(C#N)=C/c2ccc(N(C)C)cc2)c1,-21,0,7,-12,-19,0.1,-3,31*,-2,0.4,-12
CC1CC(C)CN(C(=O)CCCn2c(=O)c3cccn3c3cccnc32)C1 (centres undefined),-22,0,-1,0,-9,0.7,-8,2,-6,0.2,-5

# Continued (2 carried over from the part before).
SMILES,NR2E3 ag-1,HIF-2a block,CF NFkB block,Shn3 3UTR inh,Peg3 promoter,iPSC survival up,TWEAK Fn14 block,NR2E3 ag-2,TRPM1 prom inh,aDG glyco act,KKLEB cytotox
COc1cccc(CNC(=O)COC(=O)/C(C#N)=C/c2ccc(N(C)C)cc2)c1,-21,0,7,-12,-19,0.1,-3,31*,-2,0.4,-12
CC1CC(C)CN(C(=O)CCCn2c(=O)c3cccn3c3cccnc32)C1 (centres undefined),-22,0,-1,0,-9,0.7,-8,2,-6,0.2,-5
CC(C)(C)N1C(=O)c2ccc(C(=O)O)cc2C1=O,-8,4,-1,14,4,0.9,4,-2,-1,0.2,-4
O=C1c2ccccc2CC1(Cc1ccccc1)Cc1ccccc1,3,17,8,24,36,-1.2,24,-1,8,0.2,-6
O=C(NN=Cc1ccc2c(c1)OCO2)c1ccc([N+](=O)[O-])cc1,-1,2,-11,-6,2,1.2,-1,/,/,-0.3,-7
Cc1cc(C(=O)OCC(=O)Nc2ccc(F)cc2)c(C)o1,74*,-10,0,-15,-9,3.7,-2,1,0,-0.1,7
COc1ccc(CC(=O)N2CCN(c3ccc(F)cc3)CC2)cc1,-11,-1,2,-13,6,-0.2,14,3,-3,0.0,-6
COc1ccc(Nc2nnc(-c3ccc(O)cc3)c3ccccc23)cc1,4,-21,4,-11,-11,-1.6,-14,-1,-9,0.3,-2
O=C(CS(=O)(=O)c1ccc(F)cc1)N1CCOCC1,0,-3,27,4,15,1.4,-9,2,-6,0.0,-14
COc1ccc(CCNC(=O)CCNC(=O)c2ccccc2Cl)cc1,-6,12,3,-7,5,0.0,0,1,3,0.4,3
CCC1CCCCN1C(=O)COC(=O)c1cc(C)nc2ccccc12 (centres undefined),0,5,4,-6,7,-0.4,-7,2,-2,0.5,-15
COc1ccc(OC)c(C2C(C(C)=O)=C(O)C(=O)N2CCC(=O)O)c1 (centres undefined),2,9,0,-8,15,2.3,-3,-4,-3,-0.1,3
COc1ccc(NCc2ccc(OC)c(Cn3ccnc3)c2)c(OC)c1,18,-8,16,16,-5,0.6,-8,-2,-7,0.0,-11
CCOC(=O)[C@H]1[C@H]2COc3ccc(Cl)cc3[C@@H]2N2C(=O)c3cc(OC)ccc3NC(=O)[C@@]12C,28,6,-8,3,-2,-1.8,-5,-2,-8,-0.4,-4
CCOc1cc(C(=O)Nc2ccc(C)cc2C)ccc1OCC(=O)N1CCCCC1,9,3,5,6,-5,2.1,6,1,1,0.0,-5
Cc1cccc(N2C(=O)CC(Sc3nnc(C)s3)C2=O)c1 (centres undefined),-4,4,3,-10,10,2.8,3,3,-5,0.2,-5
CCCNC(=S)NC1CCCC1,3,6,6,-12,18,1.2,-6,2,4,0.0,-2
COc1cc(C(=O)NCc2cccnc2)ccc1OCC(=O)Nc1cccc(C(F)(F)F)c1,8,11,3,79,7,0.1,12,5,17,0.8,11
CC(NS(=O)(=O)c1ccc(Br)cc1)c1ccccc1 (centres undefined),6,20,2,3,22,0.7,-15,-1,-3,0.0,0
CCn1c2ccccc2c2nnc(SCN3C(=O)c4ccccc4C3=O)nc21,-13,8,11,4,13,-0.9,-3,/,21,0.1,0
COc1cc(OC)c(C(=O)NNC(=S)NC2CCCCC2)cc1OC,-11,4,-4,9,-10,0.3,11,-5,-3,-0.1,-1
COCCNC(=O)C1(C)Cc2c(-c3cccc(C(F)(F)F)c3)ccnc2O1 (centres undefined),2,8,-5,14,26,-1.5,6,/,/,-0.1,6
CC(=O)N(c1ccccc1)C1CCCC1,-18,4,-3,-25,4,-1.5,-21,0,2,0.2,18
Cc1ccccc1Oc1ccc2c(c1)[C@@H]1C[C@H](N(C)C(=O)Nc3cc(Cl)cc(Cl)c3)[C@H]([C@H](C)O)C(=O)N1CC2,-10,17,-2,4,68*,2.2,16,/,-7,-0.2,-13
O=C(C1CCCN(S(=O)(=O)c2cccs2)C1)N1CCC(N2CCCCC2)CC1 (centres undefined),-19,3,-23,11,-7,4.9,-8,1,7,-0.1,2
CC(=O)N1c2ccc(S(=O)(=O)NCC3CCC(C(=O)NC4CCCCC4C)CC3)cc2CC1C (centres undefined),25,-1,-4,32,8,-0.5,-12,-5,8,0.0,-9
C/C(=N\Nc1ccc(S(N)(=O)=O)cc1[N+](=O)[O-])c1ccccc1O,4,12,15,-15,8,0.4,-50,2,3,0.0,-6
O=C(COc1ccc2c(c1)CCC2)N1CCc2ccccc21,-127,-237,0,-90,-300,0.9,-2,4,-80,0.1,-16
COc1cccc(C(=O)O/N=C(\N)Cc2ccc(Cl)cc2)c1,-28,4,-25,18,0,-0.8,-24,-2,-5,0.0,5
COCCNC(=O)CNC(=O)c1nn(-c2ccc(OC)c(Cl)c2)c(=O)c2ccccc12,18,16,20,-14,10,-0.9,-13,-1,3,-0.1,3
CC1(C)Cc2c(sc(NC(=O)C(=O)N3CCCCC3)c2C(=O)O)CO1,-3,11,-4,1,12,-0.3,-16,-3,-5,-0.6,8
COc1cc(NC(=O)CCN2CCN(C/C=C/c3ccccc3)CC2)cc(OC)c1,0,-1,-7,8,8,-0.5,-6,/,3,0.1,-6
CCCc1ccc(-c2cc(C(=O)Nc3ccc([N+](=O)[O-])cn3)c3ccccc3n2)cc1,-54,-171,-13,-19,-124,-2.5,-17,2,-27,0.5,-14
CC(C)(C)[C@H]1COC(=O)[C@H](Cc2ccc(F)cc2)CC/C=C/C[C@@H](CC(=O)N[C@H](CO)Cc2ccccc2)C(=O)N1,10,-2,13,2,-10,-2.4,0,/,-4,-0.3,-6
COCCn1nnnc1C(c1ccc(OC)c(OC)c1)N1CCc2ccccc21 (centres undefined),-12,12,-6,-1,14,0.8,-15,4,11,0.0,-5
O=C(CCN1CCN(S(=O)(=O)c2cccc([N+](=O)[O-])c2)CC1)Nc1ccccc1F,9,13,10,-13,-6,0.4,-2,-2,-1,0.0,0
O=C(N/N=C/c1ccccc1Cl)c1nc2ccc([N+](=O)[O-])cc2c(=O)[nH]1,-11,-10,-24,22,5,-0.4,-16,3,-11,0.0,18
COc1cc(C)c2occ(/C(C)=N\O)c2c1,12,-7,-14,-12,-11,3.9,-3,-1,-7,-0.1,6
Cc1ccccc1OCCC(=O)Nc1ccccc1C(=O)N1CCCCC1,-19,8,2,-12,7,-0.2,2,-2,18,-0.1,-13
COC(=O)c1ccc(N2CCOCC2)c(NC(=O)c2ccc(Br)o2)c1,-11,6,-6,2,-5,-0.4,-8,2,-7,-0.3,7

# Peg3 promoter, what is marked active above
SMILES	NR2E3 ag-1	HIF-2a block	CF NFkB block	Shn3 3UTR inh	Peg3 promoter	TWEAK Fn14 block	NR2E3 ag-2	TRPM1 prom inh	aDG glyco act
CC(=O)Nc1cccc(C(=O)/C=C/c2ccc(Br)cc2)c1	-5	92*	78*	9	101*	67*	-3	39	0.5
Cc1ccccc1Oc1ccc2c(c1)[C@@H]1C[C@H](N(C)C(=O)Nc3cc(Cl)cc(Cl)c3)[C@H]([C@H](C)O)C(=O)N1CC2	-10	17	-2	4	68*	16	/	-7	-0.2

# Retrieved by structure from above (4):
SMILES,NR2E3 ag-1,HIF-2a block,CF NFkB block,Shn3 3UTR inh,Peg3 promoter,iPSC survival up,TWEAK Fn14 block,NR2E3 ag-2,TRPM1 prom inh,aDG glyco act,KKLEB cytotox
Cc1ccccc1OCCC(=O)Nc1ccccc1C(=O)N1CCCCC1,-19,8,2,-12,7,-0.2,2,-2,18,-0.1,-13
O=C(N/N=C/c1ccccc1Cl)c1nc2ccc([N+](=O)[O-])cc2c(=O)[nH]1,-11,-10,-24,22,5,-0.4,-16,3,-11,0.0,18
O=C(COc1ccc2c(c1)CCC2)N1CCc2ccccc21,-127,-237,0,-90,-300,0.9,-2,4,-80,0.1,-16
CC1(C)Cc2c(sc(NC(=O)C(=O)N3CCCCC3)c2C(=O)O)CO1,-3,11,-4,1,12,-0.3,-16,-3,-5,-0.6,8
